High-throughput results as filed in PubChem.
E-selectin induc: induces E-selectin expression in human endothelial cells; P16581; HUVEC E-selectin immunofluorescence imaging; normalized: neutral wells 0, TNF-alpha wells 100; activation, % at 7.58 µM; 260,000 compounds, 0.37% hits; AID 686992;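 active means mean E-selectin-positive cell signal at least 10% of the positive control, reached in at least 60% of replicates, without over 20% cell loss; inconclusive means no rule given, readout overlaps actives, possibly toxicity-flagged; inactive means the rest, including those meeting only one limit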;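 further: in these data hits start at about 27%; measured in HUVEC primary endothelial cells; signal is the percent of cells scored E-selectin positive by PE staining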
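Test system: HUVEC; input: 3,000 HUVEC/well; measured by: immunofluorescence imaging; read-out: % PE-positive cells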
S100A4 inh HTS: inhibitors of human S100A4 binding to myosin IIA peptide; P26447; S100A4/TAMRA-MyoIIA peptide fluorescence polarization; inhibition, % at 10.7 µM; 360,000 compounds, 0.14% hits; AID 652163;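 active means mean inhibition of at least 70% across replicates, with every replicate also reaching that level; inconclusive means mean inhibition reaches 70% but some replicates fall short; inactive means mean inhibition below 70%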
Target sequence (P26447 whole entry, looked up): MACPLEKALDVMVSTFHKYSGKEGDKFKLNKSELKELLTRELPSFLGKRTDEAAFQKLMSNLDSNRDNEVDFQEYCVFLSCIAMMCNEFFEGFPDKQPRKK
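Material: S100A4 monomer (human). Medium: Calcium-containing HEPES buffer, pH 7.2. Probe or stimulus: labelled myosin peptide probe, 5 nM. Compound dosing: one concentration per compound. Timing: polarization read 5 min after assay mix addition, stable 5–60 min. Benchmarks: DMSO as neutral control, TFP as positive control.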
PglD DTNB: blocks C. jejuni PglD acetyltransferase activity | purified PglD enzyme, DTNB colorimetric CoA detection | AID 602405 | 360,000 compounds, 0.098% hits | inhibition, % at 12.5 µM; in the data active means inhibition above about 16%, passing the limit was not always enough; inconclusive means no clear call, values can overlap the other calls; further: strong numbers were not always called active
SIRT5 block: inhibitors of human sirtuin-5 desuccinylase; inhibition, % at 15 µM; Purified SirT5, succinyl-peptide AMC, trypsin-coupled fluorescence; 330,000 compounds, 1.1% hits; in the data active means inhibition above about 15%; inconclusive means no clear call, values can overlap the other calls
Target sequence (Q9NXA8 whole entry, looked up): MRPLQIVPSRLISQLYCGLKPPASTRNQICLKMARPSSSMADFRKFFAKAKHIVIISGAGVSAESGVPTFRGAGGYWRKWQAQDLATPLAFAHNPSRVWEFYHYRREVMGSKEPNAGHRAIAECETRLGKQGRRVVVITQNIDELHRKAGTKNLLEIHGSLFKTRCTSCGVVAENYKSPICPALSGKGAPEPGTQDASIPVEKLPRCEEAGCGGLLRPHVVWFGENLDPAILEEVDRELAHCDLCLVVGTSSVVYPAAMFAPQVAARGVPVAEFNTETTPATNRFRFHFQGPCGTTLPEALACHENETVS
ERp5 inh: blocks human ERp5 reductase activity on insulin; Q15084; ERp5 insulin aggregation, absorbance 650 nm, 90 min; inhibition, % at 9.99 µM; 350,000 compounds, 0.05% hits; AID 651711;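 active means mean replicate inhibition above about 25%, with every replicate also reaching it, limit read from the data, passing the limit was not always enough; inconclusive means only one of those two criteria met; inactive means neither criterion met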
Target sequence (Q15084 whole entry, looked up): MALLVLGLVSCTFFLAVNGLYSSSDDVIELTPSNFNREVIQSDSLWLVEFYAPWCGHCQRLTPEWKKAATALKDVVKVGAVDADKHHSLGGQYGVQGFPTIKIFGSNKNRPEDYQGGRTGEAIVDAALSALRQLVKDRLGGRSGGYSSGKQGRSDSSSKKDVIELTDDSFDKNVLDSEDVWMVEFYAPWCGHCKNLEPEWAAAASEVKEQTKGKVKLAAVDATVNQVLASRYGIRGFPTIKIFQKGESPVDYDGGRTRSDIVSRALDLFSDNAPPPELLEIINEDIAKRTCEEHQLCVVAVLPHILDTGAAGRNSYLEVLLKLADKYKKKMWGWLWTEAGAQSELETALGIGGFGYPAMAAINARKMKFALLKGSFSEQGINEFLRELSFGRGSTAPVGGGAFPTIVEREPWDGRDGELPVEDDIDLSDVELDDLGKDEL
DENV2 CPE rescue: DENV2-induced cell death inhibition | DENV2-infected cells, cytopathic effect rescue, plate reader | CPE inhibition, % at 9.99 µM | 350,000 compounds, 1.7% hits | AID 651640; in the data active means CPE inhibition above about 20%, passing the limit was not always enough; inconclusive means no clear call, values can overlap the other calls; tested in BHK-21 cells;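 further: 0% = median of neutral control wells and 100% = median of positive control wells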
Statin myotox sup: protects C2C12 myotubes from simvastatin toxicity | ATP luminescence, 48 h; scaled: DMSO 0, geranylgeraniol control 100 | rescue of ATP level, % at 7.49 µM | 330,000 compounds, 0.78% hits;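 active means mean ATP rescue above about 67%, or every replicate alone reaching that limit, limit read from the data, passing the limit was not always enough; inconclusive means no clear call, values can overlap the other calls; inactive means mean under the limit and some replicate under it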;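 further: myotubes were challenged with 10 µM simvastatin during compound exposure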
* marks the source's active call; other numbers are inactive results; ? = inconclusive; · = no result given; & = joins results of further samples; ! = not confirmed by another sample. This is a subset. The share of hits here may be higher or lower than overall.

SMILES | E-selectin induc | S100A4 inh HTS | PglD DTNB | SIRT5 block | ERp5 inh | DENV2 CPE rescue | Statin myotox sup
COCCn1c(SCC(=O)OC(C)C)nnc1-c1ccccc1 | · | 0 | -15 | 0 | -3 | · | 23
C[C@@H]1CN(Cc2nc(-c3ccc(Cl)cc3)no2)C[C@H](C)O1 | · | -13 | · | 2 | -1 | · | ·
CC(C)CNC(=O)CSc1n[nH]c(=O)n1CCc1ccccc1 | -0.1 | -1 | 0 | -1 | 4 | -6 | 7
COc1ccc(OC2CCN(S(=O)(=O)c3ccc(F)cc3)CC2)cc1 | · | 2 | 5 | -1 | 1 | ? | 9
CC(=O)Nc1ccc(C(=O)OCC(=O)N2CCCC2=O)cc1 | 3.0 | -1 | -5 | 1 | 8 | ? | 7
CCN(Cc1ccccc1)C(=O)COC(=O)Cc1c[nH]c2ccccc12 | 0.2 | -1 | -8 | 1 | 1 | 0 | 4
CN(C(=O)COC(=O)COc1ccc(N(C)S(=O)(=O)c2ccc(Cl)cc2)cc1)c1ccccc1 | · | 1 | -2 | -1 | -4 | -4 | 5
CC(C)C(=O)NC(Nc1ccc(S(N)(=O)=O)cc1)C(Cl)(Cl)Cl (centres undefined) | -0.1 | · | 5 | · | · | · | 3
COc1ccc(OCCn2cnc3ccccc32)cc1 | · | -3 | -3 | 1 | -2 | 2 | -6
Cn1c(SCC#N)nnc1-c1cccnc1 | · | 2 | · | -8 | -7 | 6 | ·
COc1ccc(NC(=O)c2c(F)cccc2F)cc1S(=O)(=O)Nc1ccc(Br)cc1 | · | 8 | 2 | 2 | -1 | 49* | ·
Cc1cccc(-c2ccc([C@@H]3[C@@H](CO)N4CCCCN(C(=O)c5ccc6c(c5)OCO6)C[C@@H]34)cc2)c1 | 0.7 | -2 | -8 | 2 | 4 | -37 | 7
CO[C@H]1CN(C)C(=O)c2cc(NC(=O)Nc3ccccc3)ccc2OC[C@H](C)N(C(=O)CC2CC2)C[C@@H]1C | 0.1 | -14 | 2 | 3 | -3 | 4 | -21
C[C@@H]1CN([C@@H](C)CO)C(=O)CCCn2cc(nn2)CO[C@H]1CN(C)S(=O)(=O)c1ccc(Oc2ccccc2)cc1 | -0.1 | 82*! | 1&2 | -3&-3 | -6&-1 | -2&-7 | 19&14
CC1CN(C(c2cccs2)c2sc3ncnn3c2O)CC(C)O1 (centres undefined) | · | -1 | -2 | -7 | 1 | 15 | -4
NC(=O)COc1ccccc1C(=O)NC12CC3CC(CC(C3)C1)C2 | -0.2 | -2 | 1 | 0 | 3 | 15 | -7
Cc1c(C(=O)N2CCN(CCc3ccccn3)CC2)oc2ccc(Cl)cc12 | · | 1 | -2 | -3 | 0 | 7 | 7
Cc1ccc2nc(N3CCN(C(=O)CCC(=O)O)CC3)nc(-c3ccccc3)c2c1 | · | -3 | 1 | -3 | 2 | 9 | 3
CCn1cc(CN2CCN(Cc3ccccc3)C(CCO)C2)c2ccccc21 (centres undefined) | 0.4 | 1 | -5 | 2 | 2 | 10 | 11
Cc1ccc(S(=O)(=O)Nc2cccc(CP(=O)(c3ccccc3)c3ccccc3)c2)cc1 | -0.2 | 2 | · | 10 | 1 | 1 | ·
CC(=O)C1=CCC(c2ccccc2)N(S(=O)(=O)c2ccc(Cl)cc2)C1 (centres undefined) | 1.9 | 1 | 1 | -2 | 10 | -9 | 0
Cc1cc(OC(C)C(=O)N(Cc2cccs2)C2CCS(=O)(=O)C2)ccc1Cl (centres undefined) | -0.1 | 1 | 2 | -2 | -3 | -1 | 11
COCCNC(=O)c1cc2c(c(-c3cccc(C#CC(C)(C)O)c3)n1)[C@@H](CCO)N(S(=O)C(C)(C)C)C2 (some centres undefined) | 0.4 | -7 | 4 | 2 | -7 | 1 | 14
COc1ccc(OCC(=O)Nc2ccc(N3CCOCC3)cc2)cc1 | · | -3 | -1 | · | 4 | · | -15
O=S(=O)(c1ccc(F)cc1)N1CCCCN2[C@@H](CO)[C@@H](c3ccc(-c4ccccc4F)cc3)[C@@H]2C1 | · | 1 | -3 | 16* | -1 | -7 | ·
CC(C)NC(=O)N(C)C[C@H]1Oc2ccc(NC(=O)Nc3ccc(F)cc3)cc2C(=O)N([C@@H](C)CO)C[C@@H]1C | -0.4 | 0 | 1 | -2 | 1 | -5 | -14
CC(CNC(=O)COc1ccc2c(c1)OCO2)c1ccccc1 (centres undefined) | 8.1 | -1 | -5 | 0 | -1 | 0 | 12
CCC(C)N(C(=O)CSc1nnc(-c2cccs2)n1C1CC1)C1CCS(=O)(=O)C1 (centres undefined) | 0.6 | 1 | 4 | -1 | -1 | 3 | 3
O=C(COc1ccccc1C(=O)O)Nc1cccc2ccccc12 | 0.0 | -3 | -1 | -1 | -1 | 1 | 11
O=C(C1CCOCC1)N1CC[C@@H]2[C@@H](CO)Nc3ccc(-c4ccc(F)cc4)cc3[C@@H]21 | -0.5 | 7 | 2 | 1 | 1 | -12 | 16
Cc1ccsc1C(=O)C1CCCN(Cc2cn(C)nc2-c2ccccc2)C1 (centres undefined) | 14 | -2 | · | -3 | 0 | 2 | ·
Cc1ccc(S(=O)(=O)NC(=O)C2(C)CCN2C(=O)c2cccc(F)c2)cc1 (centres undefined) | 0.1 | 8 | -1 | 1 | -1 | -9 | -4
O=C(NCC1CCN(C(=O)C(=O)c2cccs2)CC1)c1cccnc1 | 0.1 | 4 | · | · | -5 | -5 | ·
Cc1ccc(-c2csc(NC(=O)c3ccccc3Cl)c2C(=O)O)cc1 | -0.2 | -1 | -9 | 3 | 1 | 0 | -5
Cc1ccc(S(=O)(=O)N(C)C[C@@H]2Oc3c(NC(=O)C4CC4)cccc3C(=O)N([C@@H](C)CO)C[C@@H]2C)cc1 | 33&-0.1 | 9&-1 | 5&-3 | -7&5 | -3&-1 | 16 | -29&-8
Cc1nn(-c2ccccc2)c(C)c1C(=O)OCC(=O)Nc1ccccc1C(F)(F)F | 0.4 | -6 | 3 | -2 | 2 | 3 | 6

In a second layout: entries from further up
Compound	E-selectin induc	S100A4 inh HTS	PglD DTNB	SIRT5 block	ERp5 inh	DENV2 CPE rescue	Statin myotox sup
O=C(COc1ccccc1C(=O)O)Nc1cccc2ccccc12	0.0	-3	-1	-1	-1	1	11
O=C(C1CCOCC1)N1CC[C@@H]2[C@@H](CO)Nc3ccc(-c4ccc(F)cc4)cc3[C@@H]21	-0.5	7	2	1	1	-12	16
Cc1ccsc1C(=O)C1CCCN(Cc2cn(C)nc2-c2ccccc2)C1 (centres undefined)	14	-2	·	-3	0	2	·
Cc1ccc(S(=O)(=O)NC(=O)C2(C)CCN2C(=O)c2cccc(F)c2)cc1 (centres undefined)	0.1	8	-1	1	-1	-9	-4

(next part)
SMILES | E-selectin induc | S100A4 inh HTS | PglD DTNB | SIRT5 block | ERp5 inh | DENV2 CPE rescue | Statin myotox sup
Cn1c(SCc2cccc(F)c2)nnc1-c1cnccn1 | 0.6 | -9 | -3 | -2 | -2 | 4 | 18
C[C@@H]1CN([C@H](C)CO)C(=O)c2cc(NS(C)(=O)=O)ccc2O[C@H]1CN(C)S(=O)(=O)c1cccs1 | 0.0 | 4 | 1 | · | -2 | · | 11
Cc1cccc(Nc2ncccc2C(=O)O)c1C | 0.1 | 5 | 4 | 0 | 0 | -1 | 4
CC(C)(C)OC(=O)N[C@@H](Cc1ccccc1)C(=O)NCC1CCC(C(=O)N[C@@H](CC(=O)O)C(=O)O)CC1 (some centres undefined) | · | 1 | -1 | 1 | 1 | 14 | -8
COc1ccc(CCNC(=O)CCS(=O)(=O)c2ccc(Br)cc2)cc1OC | 0.1 | -1 | · | -2 | -1 | 10 | ·
Cc1ccc(NC(=O)CCN2C(=O)CSC2=O)cc1 | · | -1 | -4 | 0 | 2 | · | 4
COc1ccccc1C#Cc1cnc2c(c1)C(=O)N([C@@H](C)CO)C[C@@H](C)[C@@H](CN(C)C(C)=O)O2 | 0.1 | 11 | -2 | -3 | 0 | 2 | -14
COC(=O)COc1ccc(S(=O)(=O)NCc2ccncc2)cc1 | · | -5 | -4 | 0 | 2 | -5 | -13
COc1ccc(CCN(C)C2CCCN(S(=O)(=O)c3ccc(C)cc3)C2)cc1OC (centres undefined) | 0.3 | -3 | 2 | 8 | -2 | 4 | 10
CCc1nc2ccccc2c(C(=O)Nc2cc(C)ccc2C)c1C | · | -1 | 7 | -3 | 6 | -6 | 2
Cc1cc(NS(=O)(=O)c2ccc(NC(=O)c3c(F)c(F)c(F)c(F)c3F)cc2)nc(C)n1 | -0.1 | -8 | 0 | -1 | -11 | 2 | -2
COc1cccc(C2N(c3ccc(Cl)cc3)C(=O)C3CCCN32)c1 (centres undefined) | 2.2 | -9 | 1 | -5 | -3 | -7 | 3
O=C(O)Cn1cnc2sc3c(c2c1=O)CCCC3 | · | -4 | · | 1 | -3 | 6 | 3
O=C(OCC(=O)N1CCCC1)c1c(Cl)ccc(Cl)c1Cl | 1.5 | -27 | -3 | -2 | 3 | 11 | -7
COc1ccc2c(c1)[C@H]1[C@H](CO2)[C@H](c2ccccc2)[C@@]2(C)C(=O)N[C@H](C)C(=O)N12 | -0.2 | -13 | 2 | -1 | 4 | -2 | 9
COc1ccc(CCNC(=O)C(C)SCC(=O)Nc2ccc(F)cc2)cc1 (centres undefined) | -0.4 | 8 | 0 | -4 | 0 | 7 | 2
CCc1nc(SCC(=O)NCCc2ccccc2)c2oc3ccccc3c2n1 | · | 1 | -2 | 0 | 3 | · | -4
O=C(CN1C(=O)S/C(=C\C=C\c2ccccc2)C1=O)N1CCOCC1 | 0.4 | 16 | -4 | -2 | -2 | 7 | ·
CCOC(=O)/C(C#N)=C/C=C1\C=Cc2ccccc2N1CC | 8.2 | 12 | · | -2 | 3 | -2 | ·
COc1ccccc1S(=O)(=O)N[C@H]1CC[C@@H](CCNC(=O)C2CCC2)O[C@@H]1CO | -0.7 | -4 | 1 | 12 | -5 | 2 | -3
COc1ccc(NC(=O)c2c[nH]c(=O)n(-c3ccc(C)c(C)c3)c2=O)c(OC)c1 | 0.0 | 4 | · | 10 | 4 | 1 | 0
COc1cccc(CN(C)CC(=O)NCc2ccccc2Cl)c1 | 1.4 | -2 | -1 | -6 | 3 | 4 | 4
CCCn1c(=O)c2ccccc2n2c(SCC(=O)N3CCc4ccccc4C3)nnc12 | · | -4 | 7 | 0 | 6 | · | ·
S=c1[nH]nc(CSCCOc2ccccc2)o1 | · | 3 | · | -2 | 4 | 11 | ·
Cc1c(C(=O)NC(C)C2CC3CCC2C3)cccc1[N+](=O)[O-] (centres undefined) | 0.8 | 4 | -3 | -5 | -2 | ? | 1
COc1ccc(C(CNC(=O)C(=O)Nc2ccc3c(c2)OCCO3)N2CCN(C)CC2)cc1 (centres undefined) | -0.9 | -1 | -1 | -4 | 3 | 9 | 34
C=CCNC(=S)N1CCC(C(=O)c2ccc3c(c2)OCCO3)CC1 | · | 7 | · | 7 | -1 | 11 | ·
C[C@H]1CN([C@@H](C)CO)C(=O)c2cc(NC(=O)C3CC3)ccc2O[C@@H]1CN(C)S(C)(=O)=O | 0.4 | 2 | 8 | 6 | 0 | -11 | 2
O=C(COc1ccc(S(=O)(=O)N2CCCCC2)cc1)NCc1ccccn1 | · | -8 | · | 0 | 0 | 8 | -10
COc1ccc(-c2cnc3c(c2)C(=O)N([C@H](C)CO)C[C@H](C)[C@H](CN(C)S(=O)(=O)c2ccc(C#N)cc2)O3)cc1 | -0.1 | 45 | -1 | 5 | 1 | -13 | 65
CC[C@@H](C)[C@H](CN[C@H](CNC)C(C)C)NC[C@@H](C)c1ccc(CC(C)C)cc1 | 0.1 | -3 | -1 | · | 5 | ? | -146
CCSc1nnc(NC(=O)COc2ccc(Cl)cc2)s1 | -1.4 | 3 | · | 6 | 2 | -2 | ·
